PDI turbidity = inhibitors of human protein disulfide isomerase. inhibition, % at 10 µM. PDI insulin aggregation turbidity, A650, 90 min. 0.052% of 350,000 active. P07237;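 active = mean inhibition across replicates of 30% or more, whatever share of single replicates reach that level; inconclusive = mean inhibition below 30% while every single replicate reaches 30%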;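 note: absorbance from insulin aggregation driven by PDI reduction with DTT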
Target sequence (P07237 whole entry, looked up): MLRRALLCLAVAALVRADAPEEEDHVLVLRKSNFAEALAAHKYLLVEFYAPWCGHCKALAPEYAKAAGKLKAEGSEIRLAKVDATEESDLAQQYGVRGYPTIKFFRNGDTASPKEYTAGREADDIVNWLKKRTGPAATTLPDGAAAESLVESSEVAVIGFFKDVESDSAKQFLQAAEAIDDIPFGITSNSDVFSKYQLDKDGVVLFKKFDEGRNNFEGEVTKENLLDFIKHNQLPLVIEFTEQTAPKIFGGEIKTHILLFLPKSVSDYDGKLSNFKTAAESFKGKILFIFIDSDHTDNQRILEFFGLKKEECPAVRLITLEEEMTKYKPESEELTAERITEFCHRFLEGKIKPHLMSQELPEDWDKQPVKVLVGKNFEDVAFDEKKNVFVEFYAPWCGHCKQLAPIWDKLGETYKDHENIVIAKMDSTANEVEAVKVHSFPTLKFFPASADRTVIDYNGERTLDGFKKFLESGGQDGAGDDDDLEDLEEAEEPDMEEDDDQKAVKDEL
Vif imaging = inhibitors of HIV Vif | HEK293T cells, Vif self-association by quenched fluorescence, imaging, 24 h | inhibition, % at 7.49 µM | 0.35% of 340,000 active | AID 602346; in the data active = inhibition above about 50%, passing the limit was not always enough; inconclusive = no clear call, values can overlap the other calls; inactive = below about 31%; note: some results filed as inactive read as strong as hits
m5-HT2A agonist = activates the mouse 5-HT2A serotonin receptor. CHO-K1 mHTR2A beta-arrestin complementation, luminescence; percent of 30 µM serotonin response. activation, % at 7.6 µM. 0.66% of 360,000 active;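 active = activation above a run cutoff, the mean activation of all tested compounds plus 3 SD, cut at about 14% in these data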;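 note: 0% = plate median of compound wells and 100% = 30 µM serotonin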
Target sequence (P35363 whole entry, looked up): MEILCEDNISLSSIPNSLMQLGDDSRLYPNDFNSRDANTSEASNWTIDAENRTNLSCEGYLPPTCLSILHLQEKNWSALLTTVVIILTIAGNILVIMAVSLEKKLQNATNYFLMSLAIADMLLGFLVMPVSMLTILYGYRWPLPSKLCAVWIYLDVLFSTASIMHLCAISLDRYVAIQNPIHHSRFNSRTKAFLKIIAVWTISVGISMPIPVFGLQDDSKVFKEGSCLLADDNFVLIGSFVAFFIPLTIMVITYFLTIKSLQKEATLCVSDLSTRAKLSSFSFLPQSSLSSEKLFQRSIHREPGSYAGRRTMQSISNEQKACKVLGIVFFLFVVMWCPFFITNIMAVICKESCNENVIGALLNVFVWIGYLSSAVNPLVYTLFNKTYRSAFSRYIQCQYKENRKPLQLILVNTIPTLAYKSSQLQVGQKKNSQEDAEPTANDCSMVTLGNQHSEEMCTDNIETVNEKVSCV
ABCB6 inh MLPCN = human ABCB6 transporter inhibition | fluorescence ratio to DMSO, % at 10 µM | K562-ABCB6 porphyrin accumulation, flow cytometry, 1 h; hits give low values | 0.19% of 360,000 active;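 active = fluorescence ratio to DMSO below 75%, the collection mean minus 3 SD; inconclusive = too few cells collected in the well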;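 note: signal is porphyrin accumulated inside mitochondria; 100% equals median channel fluorescence of DMSO control wells; lower ratio means ABCB6 inhibition with less porphyrin fluorescence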
MC4R ag barr = human MC4R agonism via beta-arrestin. P32245. U2OS MC4R beta-arrestin complementation, luminescence; percent of melanotan II response, DMSO zero. activation, % at 8.9 µM. 0.98% of 360,000 active. AID 540308;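 active = activation above a per-plate cutoff, the mean activation of sample wells on that plate plus 3 SD, cut at about 8% in these data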
MC4R antagonist = blocks human MC4R cAMP signaling | P32245 | MC4R-expressing cells, MTII-stimulated cAMP, LANCE TR-FRET | inhibition, % at 6.5 µM | 0.48% of 360,000 active;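 active = inhibition above its plate's cutoff, the mean of tested wells on that plate plus 3 SD, cut at about 29% in these data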;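 note: 0% = Melanotan II alone and 100% = Melanotan II plus saturating MCL0020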
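Assay system: human MC4R-expressing U2OS cells; reagent: Melanotan II stimulation of cells; dosing: 6.5 µM single dose; timing: compound 30 min, challenge 1 h, detection 1 h; signal: TR-FRET cAMP assay; replicates: one well per compound, no replicates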
Glyco luc inh = blocks N-linked glycosylation in D54 reporter cells; D54 ERlucT glycosylation luciferase reporter, 24 h; percent of 100 nM tunicamycin response; reporter increase, % at 12.5 µM; 0.23% of 360,000 active; AID 588692;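 active = mean luciferase reporter signal, scaled so untreated is 0 and the glycosylation-blocking control 100, at or above a set limit in every replicate; inconclusive = mean reaches the limit but not every replicate does; inactive = mean below the limit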;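 note: luciferase carries N-glycosylation sites so blocking glycosylation raises the light; 0% = median of neutral control wells and 100% = median of 100 nM tunicamycin wells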
H9c2 protect = protects H9c2 cardiomyocytes from peroxide injury. H2O2 injury protection, ATPLite, 2 h. protection from H2O2 cell death, % at 20 µM. 0.63% of 360,000 active;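 active = compounds giving at least 50% protection of heart cells from peroxide-induced death in the single-dose screen, raw or plate-pattern-corrected value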;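 note: 0% = DMSO wells with peroxide and 100% = DMSO wells without peroxide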
CaV13 FRET inh = Primary screen for inhibitors of IQ motif and Ca2+-dependent inactivation inhibitor domain binding in CACNA1D, Förster resonance energy transfer in living cells, …; inhibition, % at 12.3 µM; 0.098% of 340,000 active; HEK cells, CFP/YFP FRET ICDI-IQ, plate reader, 10 min; percent FRET-ratio fall versus neutral wells; AID 743397;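 active = mean replicate inhibition of at least 30% and at least 1% of replicates passing that level; inconclusive = only one of the two criteria is met; inactive = neither criterion is met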;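 note: 0% = median of the neutral control wells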
aDG glyco act = alpha-DG glycosylation activation. activation, % at 10 µM. 0.22% of 360,000 active. Pro5-aDG cells, alpha-DG glycosylation AlphaScreen (IIH6); 0% Pro5, 100% B10-LARGE cell signal;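 active = activation of at least 8% versus controls, or a plate z-score of at least 8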;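 note: Pro5 are CHO cells carrying HIG-tagged alpha-DG that lacks glycosylation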
Active calls of the source: *; ? = inconclusive; . = not tested or not shown. Compounds as they come (roughly 3.6% active in at least one column).

SMILES | PDI turbidity | Vif imaging | m5-HT2A agonist | ABCB6 inh MLPCN | MC4R ag barr | MC4R antagonist | Glyco luc inh | H9c2 protect | CaV13 FRET inh | aDG glyco act
O=C(Nc1ccc2ccccc2n1)c1ccccc1Br | 0 | -6 | 1 | 95 | -0.1 | 1 | -4 | -12 | -3 | 0.0
O=C(Nc1cccc(F)c1)/C(=C\c1ccco1)NC(=O)c1ccco1 | -5 | 4 | -9 | 104 | 0.8 | 1 | 1 | -3 | -5 | 0.0
CCC(C)(C(=O)NC1CCCCC1)N(C(=O)c1ccccn1)c1ccccc1 (stereo not drawn) | -9 | -7 | -1 | 98 | -1.9 | 3 | -4 | 4 | -5 | -0.1
O=C(NCCCn1ccnc1)C(=O)c1c[nH]c2ccccc12 | 0 | 2 | 2 | 97 | -0.1 | 0 | 1 | 14 | -5 | 2.7
COc1ccc(C(=O)N2CCN(c3ccc([N+](=O)[O-])c(-n4nc(C)cc4C)c3)CC2)cc1 | 0 | -11 | 4 | 96 | -3.7 | 5 | 0 | -4 | -5 | -0.1
COC(=O)c1cccc(NC(=O)COC(=O)CSc2nc(C)cc(C)n2)c1 | 5 | -1 | 1 | 150 | -0.5 | 6 | 1 | 0 | -8 | 0.6
Cc1ccccc1Nc1nnc(SCC(=O)NC2CCCc3ccccc32)s1 (stereo not drawn) | 2 | -10 | 1 | 99 | -1.9 | 3 | -1 | 21 | -8 | 0.0
CN1C(=O)C(Cl)(Cl)C(=O)c2ccccc21 | 8 | -1 | 3 | 100 | -1.4 | -1 | 5 | -3 | . | 0.4
CS(=O)(=O)Oc1ccccc1/C=C1/N=C(c2ccc(F)cc2)OC1=O | 2 | -4 | 4 | 99 | -1.1 | -2 | 5 | 10 | -3 | 3.9
COc1ccc(S(=O)(=O)NC2CC(=O)N(c3ccc(C)c(C)c3)C2)cc1C (stereo not drawn) | -5 | -3 | -9 | 100 | 0.9 | 11 | 1 | -5 | -3 | 0.1

Copied from the list.
O=C(Nc1ccc2ccccc2n1)c1ccccc1Br @ MC4R antagonist: 1
COc1ccc(C(=O)N2CCN(c3ccc([N+](=O)[O-])c(-n4nc(C)cc4C)c3)CC2)cc1 @ CaV13 FRET inh: -5
O=C(NCCCn1ccnc1)C(=O)c1c[nH]c2ccccc12 @ m5-HT2A agonist: 2
CN1C(=O)C(Cl)(Cl)C(=O)c2ccccc21 @ H9c2 protect: -3
CCC(C)(C(=O)NC1CCCCC1)N(C(=O)c1ccccn1)c1ccccc1 (stereo not drawn) @ ABCB6 inh MLPCN: 98
COc1ccc(S(=O)(=O)NC2CC(=O)N(c3ccc(C)c(C)c3)C2)cc1C (stereo not drawn) @ PDI turbidity: -5

(further entries)
SMILES | PDI turbidity | Vif imaging | m5-HT2A agonist | ABCB6 inh MLPCN | MC4R ag barr | MC4R antagonist | Glyco luc inh | H9c2 protect | CaV13 FRET inh | aDG glyco act
O=C(NCc1ccco1)c1cc(-c2ccccn2)nc2ccccc12 | 0 | 1 | -6 | 93 | -1.6 | 1 | 2 | 13 | -4 | 0.2
CCN(CCO)c1nc(SC)nc2c1sc1nc(-c3ccco3)c3c(c12)CCC3 | 0 | -10 | -1 | 99 | 0.0 | 1 | -1 | -2 | . | 0.0
Cc1ccc(NC(=O)CCc2nnc3ccc(NCc4ccco4)nn23)cc1 | 6 | -2 | -7 | 96 | -1.6 | 8 | 0 | -4 | -16 | 0.6
COC(=O)c1[nH]c(C)c(/C(O)=C2\C(=O)C(=O)N(CCN(C)C)C2c2cccs2)c1C (stereo not drawn) | -1 | -4 | 0 | 97 | -3.3 | 3 | 2 | -2 | -4 | 0.2
CC(=O)c1cc(C(=O)N2CCCC(CCC(=O)N(C)CCc3ccccn3)C2)cs1 (stereo not drawn) | 0 | -3 | 5 | 96 | 0.6 | 14 | 4 | 2 | -6 | 0.2
Cc1ccc(-c2ccnc3cc(C)nn23)cc1 | -10 | 3 | -4 | 96 | -2.4 | 2 | -2 | 6 | -6 | -0.1
O=C(O)CC(NC(=O)c1ccncc1)c1ccccc1 (stereo not drawn) | 9 | -3 | 3 | 99 | -3.1 | 3 | 1 | -3 | -5 | -0.3
CCc1nc2c(OCc3ccc(OC)cc3)cccn2c1N(C)C(=O)c1ccco1 | -7 | 2 | 6 | 103 | -2.8 | 10 | 1 | -1 | -7 | -0.2
CCN(CC)c1cc(NCCO)c([N+](=O)[O-])c2nonc12 | -3 | -2 | -6 | 105 | -0.6 | 17 | 1 | 16 | -6 | -0.1
CN(C)S(=O)(=O)c1cccc(-c2nn(-c3ccccc3)cc2/C=C2\SC(=S)N(CC(=O)O)C2=O)c1 | 4 | -1 | -1 | 96 | 1.4 | 9 | -1 | 3 | -15 | -0.6
Cc1ccc(SCC(=O)N(C)CC(=O)Nc2cccc(F)c2)c(C)c1 | 0 | -7 | -9 | 104 | 1.3 | 12 | 1 | -5 | -5 | -0.2
Nc1n[nH]c(N)c1N=Nc1cccc(C(F)(F)F)c1 | 18 | -7 | -7 | 97 | -1.2 | -6 | 6 | -5 | -5 | 0.3
Cc1cc(CSCc2ccc(Cl)cc2)no1 | 2 | 16 | 0 | 100 | 0.6 | -2 | -3 | -4 | -4 | -0.2
CC1(C)CC2CC(C)(CN2S(=O)(=O)c2cccc(C(=O)OCC(N)=O)c2)C1 (stereo not drawn) | 2 | 1 | 14 | 97 | 0.9 | 9 | 2 | -7 | -6 | 0.0
Cc1ccc(N2CC(C(=O)NCc3n[nH]c(=O)c4ccccc34)CC2=O)cc1C (stereo not drawn) | -3 | ? | 7 | 96 | -0.6 | 6 | 1 | 72* | -16 | 0.3
C[C@H](O)C#Cc1ccc2c(c1)O[C@@H](CN(C)C(=O)c1ccncc1)[C@@H](C)CN([C@H](C)CO)S2(=O)=O | 11 | 4 | 3 | 97 | -0.3 | -1 | 0 | -1 | -3 | -0.1
COc1ccc(S(=O)(=O)N2CCCCC2)cc1NC(=O)C1CCCO1 (stereo not drawn) | 3 | -7 | -5 | 99 | -1.3 | 14 | 2 | -3 | -3 | 0.0
Nn1c(Nc2ccccc2)nc2ccccc2c1=O | -1 | 0 | 10 | 90 | 2.0 | -8 | 0 | -6 | . | -0.2
Cc1ccc2nc(-c3ccc(-c4ccccn4)s3)cn2c1 | 7 | -3 | -6 | 100 | -1.7 | -8 | -15 | -12 | -21 | 0.5
Cc1ccc(-n2cccc2C(=O)NS(=O)(=O)c2ccc(C)cc2)cc1 | 3 | 12 | 3 | 96 | 2.8 | -6 | -1 | 0 | 9 | 0.2
COC(=O)c1ccc(N)c(CS(=O)(=O)c2ccc(Cl)cc2)c1 | 2 | -14 | 1 | 97 | -0.5 | 10 | -1 | 6 | -8 | -0.1
COc1ccc(C=C(C#N)C(=O)c2ccccc2)cc1 | . | . | 6 | 99 | . | . | . | . | -9 | -0.1
O=C(NCCc1ccccn1)c1ccc(OC(F)F)cc1 | -3 | 7 | -3 | 97 | -4.5 | -4 | -9 | -17 | -1 | 0.0
CC(C(=O)Nc1ccc2c(c1)OCO2)N1CCC(N2CCCCC2)CC1 (stereo not drawn) | 8 | 16 | -6 | 98 | -2.7 | 1 | -3 | -5 | -5 | 0.4
O=C(NCCCN1CCOCC1)c1onc(CSc2ccncc2)c1C(=O)NCCCN1CCOCC1 | 5 | . | 5 | 97 | -5.3 | 2 | 1 | 0 | -4 | 0.7
COc1ccc(-n2nnc3c(=O)n(C/C=C/c4ccccc4)cnc32)cc1 | 2 | -6 | -7 | 97 | -2.5 | -7 | -2 | -1 | -8 | 0.2
O=C(CC1SC(N2CCCCC2)=NC1=O)Nc1ccc(C(=O)NCCc2ccc(F)cc2)cc1 (stereo not drawn) | -2 | 0 | 3 | 101 | -0.5 | -3 | 2 | 0 | -2 | -0.1
Cc1cc(Br)ccc1NC(=S)NC1CCCC1 | 2 | -2 | -2 | 95 | -1.7 | 6 | -1 | -4 | -7 | 0.1
COc1ccc(C(=O)OCC(=O)NC2CC2)cc1[N+](=O)[O-] | 11 | -4 | 12 | 99 | -3.3 | 2 | 4 | 2 | -6 | 0.0
O=C(Nc1ccc(S(=O)(=O)Nc2nccs2)cc1)c1cccc(N2C(=O)c3ccccc3C2=O)c1 | -7 | 3 | -2 | 100 | -1.2 | 27 | 0 | -8 | -5 | -0.1

Reformatted: results already given.
canonical_smiles	PDI turbidity	Vif imaging	m5-HT2A agonist	ABCB6 inh MLPCN	MC4R ag barr	MC4R antagonist	Glyco luc inh	H9c2 protect	CaV13 FRET inh	aDG glyco act
COc1ccc(S(=O)(=O)NC2CC(=O)N(c3ccc(C)c(C)c3)C2)cc1C (stereo not drawn)	-5	-3	-9	100	0.9	11	1	-5	-3	0.1
CCC(C)(C(=O)NC1CCCCC1)N(C(=O)c1ccccn1)c1ccccc1 (stereo not drawn)	-9	-7	-1	98	-1.9	3	-4	4	-5	-0.1

The listing continues.
SMILES | PDI turbidity | Vif imaging | m5-HT2A agonist | ABCB6 inh MLPCN | MC4R ag barr | MC4R antagonist | Glyco luc inh | H9c2 protect | CaV13 FRET inh | aDG glyco act
CCC1=NC(c2ccc(OC)c(OC)c2)N(O)C1(C)C (stereo not drawn) | -18 | -32 | 1 | 104 | -1.2 | 4 | 2 | 1 | -3 | 0.2
O=C1c2ccsc2SCCN1Cc1ccc(F)cc1 | 1 | 3 | 4 | 91 | -0.6 | 15 | -2 | 1 | -1 | 0.1
COc1ccc(NC(=O)NC2CCCc3ccccc32)cc1 (stereo not drawn) | -1 | 2 | -9 | 99 | -1.4 | 6 | -1 | 0 | -4 | 0.2
Cc1cccc(C(=O)Nc2ccc3c(c2)ncn3C)c1 | 1 | 1 | 0 | 94 | -0.9 | -1 | -6 | 0 | -4 | -0.1
COc1cc2cc(CCCOC(=O)c3ccc(C(F)(F)F)cc3)oc(=O)c2cc1OC | -5 | -4 | 0 | 98 | 1.7 | 11 | 1 | -4 | -9 | -0.1
O=C(NNC(=O)c1cccs1)c1ccco1 | -9 | 4 | 6 | 95 | -0.3 | -4 | 1 | -1 | 1 | -0.2
O=C(Nc1ccc(OCCO)cc1)c1csc([C@@H]2C[C@H](O)[C@@H](CO)O2)n1 | 0 | 6 | -1 | 110 | -1.0 | -1 | -1 | 6 | -6 | -0.3
COc1cc(SC)ccc1C(=O)OCC(=O)N1CCN(C(C)=O)CC1 | 3 | 4 | 8 | 97 | -0.5 | 6 | 2 | 4 | -6 | -0.3
Cc1noc(C)c1COC(=O)CNC(=O)c1ccc(Cl)cc1 | -5 | 11 | -3 | 92 | -0.6 | 2 | 1 | 7 | -3 | 0.3
Cc1cccc(C)c1N1CCN(C(=O)Nc2ccc3c(c2)OCCO3)CC1 | -17 | -6 | -2 | 101 | 2.5 | 4 | -7 | -10 | -3 | 3.1
COC(=O)C1[C@H]2C(=O)N(Cc3cccs3)C[C@]23C=C[C@H]1O3 (stereo partly drawn) | 1 | -7 | 5 | 107 | 1.7 | 21 | -1 | -6 | -4 | 0.2
Cc1nc(NC(=O)c2ccccc2[N+](=O)[O-])sc1C(=O)N(C)C | -3 | 11 | 3 | 107 | 1.7 | 12 | 5 | 9 | -5 | 1.2
